Source: PubChem (Sanford-Burnham Center for Chemical Genomics)
H9c2 TAG inh – inhibitors of triacylglycerol accumulation, primary screen, cell-based, uHTS, fluorescence, H9c2. AID 651582, 2012. inhibition, % at 12.5 µM. H9c2 cells, Nile Red lipid (TAG) fluorescence; cells loaded with 200 µM oleic acid. actives 0.66% (n = 230,000);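 active = pattern-corrected inhibition of lipid staining of at least 50% with the nuclear-stain viability signal not falling by more than 50%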;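 also: 0% = DMSO wells and 100% = triacsin C control wells; some results filed as inactive read as strong as hits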
H9c2 TAG inh DAPI viability – also measured in H9c2 TAG inh; calls as there; DAPI nuclei signal change (viability), lower = more cytotoxic, %;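 whole-well DAPI fluorescence read on a plate reader as a viability signal; minus 50 percent equals half of cells still viable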
The depositor's hits bear a star.

structure,H9c2 TAG inh,H9c2 TAG inh DAPI viability
Cn1c(N)c(C(=O)COC(=O)/C=C/c2ccc(Cl)c(Cl)c2)c(=O)n(C)c1=O,-3,-3
CN(CCC#N)C(=O)COC(=O)c1ccc2c(=O)n3c(nc2c1)CCC3,17,-1
OCCN1CCN(c2nc(-c3ccccc3)c3cc(Cl)ccc3n2)CC1,21,70
CCSc1oc(-c2ccco2)nc1S(=O)(=O)c1ccc(F)cc1,-30,7
CCOc1ncccc1C(=O)N1CCN(S(=O)(=O)c2ccc(Br)cc2Cl)CC1,5,-7
CCOc1cc(N2CCOCC2)c(OCC)cc1NS(=O)(=O)c1ccc(Cl)s1,19,-6
CCOC(=O)c1c(C)n(C)c2ccc(OCC(N)=O)cc12,0,6
CC(=O)Nc1ccc(/C=N/N2C(C)CCCC2C)cc1 (stereo unspecified),-11,14
Cc1ccccc1NNC(N)=S,17,-11
CC(=O)Nc1ccc(S(=O)(=O)NN=Cc2ccc(Cl)c(Cl)c2)cc1,-7,-5
N#CCN(C(=O)COC(=O)C1CC2CCCC(C1)C2=O)c1ccccc1 (stereo unspecified),0,1
Cc1c(/C(O)=C2\C(=O)C(=O)N(CCN(C)C)C2c2ccccc2)cnn1-c1ccccc1 (stereo unspecified),6,0
FC(F)(F)c1cccc(N2CCN(C3CC4CCC3C4)CC2)c1 (stereo unspecified),-8,8
C=CCNC(=S)NNC(=O)c1ccco1,-13,2
CCOc1cc(C2C(C#N)=C(N)Oc3n[nH]c(CC)c32)ccc1OCCN1CCOCC1 (stereo unspecified),3,-6
CC1(C)OC(=O)C=C[C@]2(C)[C@H]3CC[C@@]4(C)[C@H](c5ccoc5)OC(=O)[C@H]5O[C@]54[C@]3(C)C(=O)C[C@@H]12,8,-7
CCOC(=O)C1CCCN(c2c(N3CCN(c4cccc(Cl)c4)CC3)c(=O)c2=O)C1 (stereo unspecified),-4,-1
CC(C)OC(=O)c1ccc(NC(=O)C2C3CC4OC(=O)C2C4C3)cc1 (stereo unspecified),5,1
CCOC(=O)CC(=O)CSc1nc2ccc(OC)cc2cc1C,-14,6
CCCCCCn1cc(C(=O)O)c(=O)c2cc(F)c(N3CCCCC3)cc21,-31,-6
CC1CCC(NC(=O)C(NC(=O)c2ccccc2)C(C)C)CC1 (stereo unspecified),14,-12
C=CCNC(=O)c1ccc(-c2nc3ccccc3nc2-c2ccccc2)cc1,5,-11
Cc1ccc(-c2cc(O)cc3sc(=O)oc23)cc1C,-4,4
C[C@H](CO)N1C[C@H](C)[C@@H](CN(C)C(=O)NC2CCCCC2)Oc2c(NS(=O)(=O)c3ccc(F)cc3)cccc2C1=O,-2,1
C/C(=N\NC(=O)CN(c1ccc(Oc2ccccc2)cc1)S(C)(=O)=O)C(C)(C)C,-17,10
CCOC(=O)c1cnc2c(Cl)c(Cl)ccc2c1N1CCN(C)CC1,5,18
COc1cccc(CNc2nc3cc(-c4cccc(OC)c4)sc3c(=O)n2C)c1,5,10
CC(=O)Nc1ccccc1NC(=O)CN(C)S(=O)(=O)c1ccc(C)cc1,-3,5
CC(C)Cc1nnc(NC(=O)CCc2c[nH]c3ccccc23)s1,4,-4
CCOc1cc(/C=N/N2C(=O)NC3(CCCCC3)C2=O)cc(Br)c1O,6,0
O=[N+]([O-])c1cccc(/C([O-])=C(/C(=S)Nc2ccccc2)[n+]2ccccc2)c1,1,13
CC(C)(C)[C@H]1C=C(C(=O)N2CCN(Cc3ccccc3)CC2)O[C@@H](OCCCCO)C1,4,4
O/N=C/c1ccc(OCC(O)COc2ccc(/C=N/O)cc2)cc1,-2,-9
COC(=O)c1ccc2c(=O)n(CCCCCC(=O)N3CCN(c4ccc(F)cc4)CC3)c(=O)[nH]c2c1,11,1
CC(=O)/C(C#N)=C1\NC(=O)C(Cc2ccccc2Cl)S1 (stereo unspecified),7,2
O=C(Nc1ccnn1C1CCN(Cc2cccc(O)c2)CC1)C1CCCC1,-11,-7
CCOc1ccc(S(=O)(=O)N2CCN(C(=O)c3oc4ccccc4c3C)CC2)cc1,-3,3
O=C(O)C1CCCCC1C(=O)N1CCCC1 (stereo unspecified),-4,-1
O=C(NCCN1CCOCC1)c1cccc(S(=O)(=O)Nc2cc(Cl)ccc2Cl)c1,-4,8
CC(=O)C[C@@H](O)CC(=O)[C@@H]1OC(=O)CCCCCCc2ccccc21,-7,3
COc1ccc(CC(=O)OCC(=O)c2ccc(S(=O)(=O)N3CCCCC3)cc2)cc1,-230,42
Fc1ccc(Nc2nc(-c3ccncc3)cs2)cc1,10,-7
OCC1=C[C@@H](O)[C@@H]2C=CO[C@@H](O[C@@H]3O[C@H](CO)[C@@H](O)[C@H](O)[C@H]3O)[C@H]12,6,-5
O=C(Nc1nnc(-c2ccc3c(c2)CCCC3)o1)C1COc2ccccc2O1 (stereo unspecified),7,7
COc1ccccc1C(=O)NCCC(=O)N1CCN(C(=O)c2ccco2)CC1,5,6
N#Cc1ccc(C(=O)N2CCC3CC2c2cc(-c4ccc(F)cc4)ccc23)cc1 (stereo unspecified),0,-2
CCOC(=O)N1CCN(c2nc(-c3ccco3)cc(C(F)(F)F)n2)CC1,23,0
O=C(NC1CCCCC1)c1ccc(Br)o1,0,-1
CCN1C(=O)[C@H]2[C@H]3CN=C(SCC(=O)c4ccccc4)N3[C@@](CC)(C(=O)OC)[C@H]2C1=O,-10,8
Nc1nnc(-c2ccc(Cl)cc2)o1,11,-12

Additional results follow:
structure,H9c2 TAG inh,H9c2 TAG inh DAPI viability
CCc1nc2ccccc2c(C(=O)OCC(=O)NCCCN2CCCC2=O)c1C,30,-17
O=c1oc2cc(OCCO)ccc2c2c1CCCC2,2,-6
O=C(c1cccc(S(=O)(=O)Nc2ccc(F)cc2)c1)N1CCC1,-6,6
CC1CCN(CCCNC(=O)c2ccc3c(Cl)c4c(nc3c2)CCCC4)CC1,18,-17
O=C(COC(=O)/C=C/c1ccccc1[N+](=O)[O-])NCC(F)(F)F,-10,14
C=CCOc1ccc(Br)cc1/C=C1/SC(=Nc2ccc(C(=O)O)cc2)NC1=O,-11,-4
CCN(CCCc1ccccc1)CCCc1ccccc1,1,10
CCN(C(=O)COC(=O)/C=C/c1cnc2ccccc2n1)c1ccccc1,12,-2
OCCNc1ncnc2c1ncn2[C@H]1CN(Cc2ccc3c(c2)OCO3)C[C@@H](CO)O1,-9,12
N#CC1=C(N)SC(N)=C(C#N)C1CCc1ccccc1,8,-14
CC(=O)Nc1ccc(NC(=O)C(NC(=O)c2ccc(Cl)cc2)C(C)C)cc1 (stereo unspecified),-1,-9
CNC(=S)N(CCc1c(C)[nH]c2ccc(Cl)cc12)Cc1cc(OC)c(OC)c(OC)c1,20,-1
Cc1ccc(C(=O)OCC(=O)N2CC(C)CC(C)C2)cc1S(=O)(=O)N1CCCCC1 (stereo unspecified),7,-5
C=C(C)Cn1c(SCC(=O)O)nc2c1c(=O)[nH]c(=O)n2C,16,-11
CC(C)n1nnnc1SCC(=O)Nc1ccc2c(c1)OCO2,-20,7
CC(C)c1ccc(CN2CCSCC2)cc1,2,-8
O=c1[nH]c(S)c(/C=C2\C=Nc3ccccc32)s1,-4,7
C=CCNC(=O)C1CC(=O)N(c2ccc(Br)cc2)C1 (stereo unspecified),-14,2
COc1ccccc1N(CC(=O)NC1CCCCC1)S(=O)(=O)c1cccs1,-7,-2
COc1cc(CNCCNC(=O)c2cccs2)cc(OC)c1OC,5,-10
Brc1ccccc1-n1nnc(-c2ccnc3ccccc23)n1,-2,2
COc1cccc(/C=C/C(=O)OCC(=O)N2CCN(c3ccccc3)CC2)c1,-6,-1
CCCc1[nH]nc2c1C(c1cccc(OC)c1)C(C#N)=C(N)O2 (stereo unspecified),-27,2
Cc1cc(C)cc(OCc2ccc(C(=O)NC3CCOC3=O)o2)c1 (stereo unspecified),2,0
CN(C)c1nc(NCc2ccccc2)nc(N/N=C/c2cccc(Br)c2)n1,-12,9
COc1ccc(/C(CC2(O)C(=O)Nc3ccccc32)=N\O)cc1 (stereo unspecified),-5,-2
Cc1ccnc(NC(=O)CCC2COc3ccccc3O2)c1 (stereo unspecified),17,-11
COc1ccccc1NC(=O)CSc1nc(N)c(-c2ccccc2)c(=O)[nH]1,-3,4
CC12CN3CC(C)(CN(C1)C3c1ccc(Cl)cc1)C2 (stereo unspecified),-2,-5
CC1(C)OC(=O)N(c2ccccc2)C12C=Cc1cc(Br)ccc1O2 (stereo unspecified),5,-7

Profiles as entered above:
Profile of CC1(C)OC(=O)N(c2ccccc2)C12C=Cc1cc(Br)ccc1O2 (stereo unspecified) : H9c2 TAG inh = 5; H9c2 TAG inh DAPI viability = -7
Profile of CN(C)c1nc(NCc2ccccc2)nc(N/N=C/c2cccc(Br)c2)n1 : H9c2 TAG inh = -12; H9c2 TAG inh DAPI viability = 9

Next records follow:
structure,H9c2 TAG inh,H9c2 TAG inh DAPI viability
Cc1cc2nncn2c2ccccc12,-10,-3
O=C(COC(=O)c1ccc(S(=O)(=O)N2CCCC2)cc1)NCc1ccco1,1,3
CSCC[C@H](NC(=O)C1=NN(c2c(F)c(F)cc(F)c2F)C(=O)CC1)c1nc2ccccc2[nH]1,4,-4
COc1ccccc1NCC(=O)NC(=O)NC1CCCCC1,-10,-8
N#Cc1ccccc1OCC(=O)NCC(c1cccs1)N1CCOCC1 (stereo unspecified),-20,1
N#Cc1ccsc1NC(=O)c1ccc(Cl)c([N+](=O)[O-])c1,-5,0
O=C(O)c1ccccc1NC(=S)NC(NC(=O)c1ccccc1[N+](=O)[O-])C(Cl)(Cl)Cl (stereo unspecified),11,-16
COc1ccc(C(=O)NC(=S)Nc2ccccc2N2CCOCC2)cc1[N+](=O)[O-],30,-1
CCC(=O)N1CCCC1(C)C(=O)Nc1cc(OC)ccc1OC (stereo unspecified),10,3
COc1ccc(NS(=O)(=O)c2cccc(C(=O)NCC(c3ccccc3)N(C)C)c2)cc1 (stereo unspecified),7,-5
O=C(NC(=S)NC1CCS(=O)(=O)C1)c1cccc([N+](=O)[O-])c1 (stereo unspecified),8,6
CCN1CCN(C(=O)CSc2cc(=O)n(CC)c3ccccc23)CC1,23,0
C/C(CC(=O)Nc1ccccc1C)=N\NC(=O)Cc1csc(N)n1,2,1
COCC1CCCN(C(=O)c2ccc3oc(C(C)C)nc3c2)C1 (stereo unspecified),10,-5
CS(=O)(=O)c1ccc(Cl)c(NC(=O)C2CCCN(C(=O)c3ccc(Cl)cc3)C2)c1 (stereo unspecified),-9,3
CCOC(=O)c1c(NC(=O)COc2ccccc2F)sc2c1CC(C)(C)NC2(C)C,48,-8
CCCCn1c(N)c(N(Cc2ccccc2OC)C(=O)c2sccc2C)c(=O)[nH]c1=O,-9,-4
O=c1[nH]cc(C(F)(F)F)cc1NS(=O)(=O)c1ccc([N+](=O)[O-])cc1,-2,3
O=C(Nc1cc(S(=O)(=O)N2CCOCC2)ccc1N1CCOCC1)c1cccc(Cl)c1,16,-10
CCCCNC(=O)C1CCN(Cc2ccc(OCc3ccccc3)cc2)CC1,4,11

Reformatted with two lines to a compound: entries from further up
Under each structure – H9c2 TAG inh	H9c2 TAG inh DAPI viability
- CCOC(=O)N1CCN(c2nc(-c3ccco3)cc(C(F)(F)F)n2)CC1
  23	0
- O=C(NC1CCCCC1)c1ccc(Br)o1
  0	-1
- CCN1C(=O)[C@H]2[C@H]3CN=C(SCC(=O)c4ccccc4)N3[C@@](CC)(C(=O)OC)[C@H]2C1=O
  -10	8
- Nc1nnc(-c2ccc(Cl)cc2)o1
  11	-12
- CCc1nc2ccccc2c(C(=O)OCC(=O)NCCCN2CCCC2=O)c1C
  30	-17
- O=c1oc2cc(OCCO)ccc2c2c1CCCC2
  2	-6
- O=C(c1cccc(S(=O)(=O)Nc2ccc(F)cc2)c1)N1CCC1
  -6	6

Further compounds follow:
structure,H9c2 TAG inh,H9c2 TAG inh DAPI viability
COc1ccc(-c2csc(NC(=O)CSc3nnnn3C)n2)cc1OC,12,-2
O=C(O)C12C3CCC(O3)C1(C(=O)O)C1CCC2O1 (stereo unspecified),7,9
CCN1CCN(C(=S)Nc2ccc(C(C)=O)cc2)CC1,6,10
COc1ccc(C(=O)COC(=O)C2CC3CCCC(C2)C3=O)cc1Br (stereo unspecified),11,0
Oc1ccccc1/C=N/NC(=S)NC1CC2CCC1C2 (stereo unspecified),-4,-4
O=C(NCc1cccnc1)NC1CC(=O)N(c2ccc3c(c2)OCCO3)C1 (stereo unspecified),4,-4
CCOc1ccc(C(=O)CCC(=O)NC2=NCCS2)cc1,11,-12
N#CC(C(=O)c1ccccc1Cl)=C1SCCCS1,13,-12
COc1ccc(S(=O)(=O)Nc2ccc3c(c2)OCCO3)cc1Cl,11,-6
O=C(Cn1nnc2ccccc21)N/N=C\c1cccs1,-1,-7

Not all compounds are listed, so the mix of outcomes need not match the whole.
